TEAD-YAP block = TEAD-YAP interaction inhibition | HEK-TIYL cells, TEAD-Gal4/YAP UAS-luciferase luminescence | inhibition, % at 9.12 µM | 1.4% of 640,000 active | AID 1259422; in the data active = inhibition above about 32%;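 note: 0% = median of test compound wells and 100% = reference inhibitor wells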
MITF primary = blocks human microphthalmia-associated transcription factor. AlphaScreen MITF homodimerization, bead proximity signal. inhibition, % at 2.6 µM. 0.91% of 650,000 active. AID 1259374; in the data active = inhibition above about 50%;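 note: 0% = vehicle wells with protein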
Target sequence (O75030 whole entry, looked up): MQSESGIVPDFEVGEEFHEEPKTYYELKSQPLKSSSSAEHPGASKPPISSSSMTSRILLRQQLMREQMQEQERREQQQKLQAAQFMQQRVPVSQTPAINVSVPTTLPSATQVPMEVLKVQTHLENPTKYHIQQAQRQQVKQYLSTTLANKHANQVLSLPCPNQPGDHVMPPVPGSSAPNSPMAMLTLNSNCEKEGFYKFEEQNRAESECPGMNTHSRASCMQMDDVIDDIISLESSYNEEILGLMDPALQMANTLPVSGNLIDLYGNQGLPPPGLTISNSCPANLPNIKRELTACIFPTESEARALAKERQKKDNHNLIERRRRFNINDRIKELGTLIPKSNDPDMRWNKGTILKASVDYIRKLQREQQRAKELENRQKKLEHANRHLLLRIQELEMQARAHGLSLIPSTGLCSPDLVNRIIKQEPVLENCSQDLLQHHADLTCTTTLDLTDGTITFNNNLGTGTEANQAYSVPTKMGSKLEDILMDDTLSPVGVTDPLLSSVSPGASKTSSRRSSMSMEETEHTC
FBW7 activator = activators of human E3 ligase FBW7; Q969H0; AlphaScreen FBW7–phospho-cyclin E peptide binding, activator screen; normalized activity (activation), % at 26.1 µM; 0.13% of 650,000 active; in the data active = normalized activity above about 1.9%;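 note: purified mutant Fbw7 with reduced substrate affinity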
GPR151 activ = activators of human GPR151 | activation, % at 11.2 µM | Q8TDV0 | PathHunter beta-arrestin GPR151 cells, luminescence | AID 1508602 | 1% of 650,000 active; in the data active = activation above about 4.9%;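 note: 0% = median of compound wells and 100% = cells with positive control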
Target sequence (Q8TDV0 whole entry, looked up): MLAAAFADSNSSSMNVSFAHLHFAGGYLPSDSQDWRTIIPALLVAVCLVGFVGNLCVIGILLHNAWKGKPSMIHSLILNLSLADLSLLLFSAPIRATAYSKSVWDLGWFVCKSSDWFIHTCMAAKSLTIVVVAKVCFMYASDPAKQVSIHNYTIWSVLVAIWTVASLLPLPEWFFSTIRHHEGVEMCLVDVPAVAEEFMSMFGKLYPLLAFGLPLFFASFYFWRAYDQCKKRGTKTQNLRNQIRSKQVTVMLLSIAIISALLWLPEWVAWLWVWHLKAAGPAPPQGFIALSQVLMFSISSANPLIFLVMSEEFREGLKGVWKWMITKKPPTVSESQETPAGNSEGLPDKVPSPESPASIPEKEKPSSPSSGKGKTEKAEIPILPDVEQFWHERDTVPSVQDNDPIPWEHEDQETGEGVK
Numbers without * were called inactive.

SMILES	TEAD-YAP block	MITF primary	FBW7 activator	GPR151 activ
Cc1ccc(CNC(=O)C(=O)NCCc2c[nH]c3ccccc23)cc1	-5	-1	0.2	-0.2
CC(C)c1ccc(C2/C(=C(/O)c3ccc(S(=O)(=O)N(C)C)cc3)C(=O)C(=O)N2CCN2CCOCC2)cc1 (centres undefined)	4	8	0.5	0.3
Cc1ccc(O)c(C(=O)c2cc(C#N)c(=O)n(-c3c(C)n(C)n(-c4ccccc4)c3=O)c2)c1	10	0	0.0	1.3
O=C(Nc1cccc2ccccc12)c1cccc(NC(=O)c2cc(I)ccc2Cl)c1	11	17	0.2	-2.4
COc1ccc(OCCOc2cccc(/C=C3\C(=N)N4N=C(CC(C)C)SC4=NC3=O)c2)cc1	-37	10	0.1	-0.7
COC(=O)C1CCCCN1Cc1nc(N(C)C)c2ccccc2n1 (centres undefined)	5	5	0.0	2.3
CSc1ccc(/C=N/NC(=O)c2ccccc2Cl)cc1	-25	6	0.1	-0.5
CC(C)N(CCNc1nc(N2CCC(N3CCOCC3)CC2)nc2c1ncn2Cc1ccc(C(F)(F)F)cc1)C(C)C	-5	1	-0.1	0.4
COc1ccc(NC(=O)COc2ccc([N+](=O)[O-])cc2)cc1Cl	-2	-21	0.0	-0.1
COc1ccc(C2Nc3ccccc3C(=O)N2c2ccccc2)cc1COc1cc(C)c(Cl)cc1C(C)C (centres undefined)	-11	-6	-0.1	-0.1
Cc1ccc(NCC(=O)N/N=C/c2cc(Cl)ccc2O)cc1	21	-15	-0.1	0.3
Cc1cc(F)c(F)cc1C(=O)n1nnc2ccccc21	-4	-1	-0.1	4.9
O=C(O)C(=O)/C=C(\O)c1ccc(Cl)cc1	11	3	0.0	13*
Cc1ncn(-c2ccc(Nc3nccc(-c4ccc(S(C)(=O)=O)c(N5CCOCC5)c4)n3)cc2)n1	-4	7	0.1	2.9
O=C(/C=C/c1cccs1)Nc1ccc(I)cc1	-96	6	0.6	1.9
COc1cccc(-n2c(Cc3cc(=O)[nH]c(=O)[nH]3)nnc2SC)c1	13	-13	0.1	0.0
CCc1cnc2c(c1OC)c(=O)n(Cc1cccnc1)c(=O)n2C	-14	-4	-0.1	0.3
Cc1cn2c3c(=O)n(CC(N)=O)c(=O)n(C)c3nc2n1-c1ccc(Oc2ccccc2)cc1	0	9	0.5	3.0
Cc1c(C)c2ccc(O)c(I)c2oc1=O	-3	0	0.5	0.4
O=C(CSc1nnc(-c2ccncc2)s1)NNC(=O)c1cccs1	-21	5	-1.6	-0.5

Record cards, as listed above:
COc1ccc(C2Nc3ccccc3C(=O)N2c2ccccc2)cc1COc1cc(C)c(Cl)cc1C(C)C (centres undefined) is listed with TEAD-YAP block: -11; MITF primary: -6; FBW7 activator: -0.1; GPR151 activ: -0.1
Cc1cn2c3c(=O)n(CC(N)=O)c(=O)n(C)c3nc2n1-c1ccc(Oc2ccccc2)cc1 is listed with TEAD-YAP block: 0; MITF primary: 9; FBW7 activator: 0.5; GPR151 activ: 3.0
Cc1c(C)c2ccc(O)c(I)c2oc1=O is listed with TEAD-YAP block: -3; MITF primary: 0; FBW7 activator: 0.5; GPR151 activ: 0.4

(next part)
SMILES	TEAD-YAP block	MITF primary	FBW7 activator	GPR151 activ
COc1ccc(C2CC(C(F)(F)F)n3nc(C(=O)Nc4cc(C)ccc4C)cc3N2)cc1OC (centres undefined)	0	3	0.1	1.0
CCOC(=O)CNC(=O)c1sc2ncnc(N3CCN(c4ccc(OC)cc4)CC3)c2c1C	-21	-5	0.1	1.7
Cc1ccc2sc(-c3ccc(NCc4ccc5c(c4)OCO5)cc3)nc2c1	2	-7	0.2	-0.4
Cc1cccc(C(=O)Nc2nc(-c3ccccc3)cs2)c1	-35	-12	-0.2	1.9
Cc1ccc2c(c1)sc1nc(-c3ccc([N+](=O)[O-])cc3)cn12	-27	3	0.0	1.1
O=C(Nc1cccc2ccccc12)c1scc2c1CCCC2	-35	6	0.0	-1.6
O=C(COc1ccc(Cl)cc1I)N/N=C/c1cccc(O)c1	6	9	0.2	1.0
Cn1c(=NC(=O)c2ccc(-n3ccnc3)c([N+](=O)[O-])c2)sc2ccccc21	-45	23	0.4	-0.4
CCOC(=O)c1sc2nc(CC(=O)OC)nc(NCC3CCCO3)c2c1C (centres undefined)	17	0	-0.1	-0.2
COc1cccc(-c2noc(-c3ccc(F)cc3)n2)c1	-33	-3	0.0	-0.2
CN1CCC(NC2CCN(c3ccc(C(=O)NCc4ccccc4F)cc3)CC2)CC1	7	4	-0.1	-0.5
O=C(Nc1nc(-c2ccccn2)cs1)c1ccc2c(c1)S(=O)(=O)c1ccccc1C2=O	-8	19	-0.5	-0.7
CC(C)C(=O)NC(NC(=S)Nc1ccccc1C(=O)O)C(Cl)(Cl)Cl (centres undefined)	7	10	0.3	1.1
CC(=O)Nc1ccc(S(=O)(=O)N2CCC3(CC2)CC(=O)c2ccccc2O3)cc1	-8	-15	0.1	-0.1
COc1cc([N+](=O)[O-])cc([N+](=O)[O-])c1NC(=O)N1CCOCC1	2	12	0.0	0.9
COc1ccc(-c2nc(Nc3ccc(NC(C)=O)cc3)c3ncn(-c4ccsc4)c3n2)cc1	43*	7	0.2	0.1
CCOC(=O)c1sc2nc(SCC(=O)NCc3ccccc3)n(Cc3ccc(Cl)cc3)c(=O)c2c1C	-14	-4	0.0	1.1
O=C(COc1ccccc1Br)Nc1ccc(S(=O)(=O)Nc2ncccn2)cc1	2	8	0.0	2.1
CCS(=O)(=O)N1CCC(n2nc(-c3cccs3)ccc2=O)CC1	11	9	0.0	0.2
CSC1=C(C#N)C2(CCCCC2)C2=C(CC(C)(C)CC2=O)N1	-6	-5	-0.2	0.3
CCOCCCNCc1c(C(=O)O)n(Cc2ccc(F)cc2Cl)c2ccccc12	4	2	0.0	-1.1
CCn1c(=O)n(CC(=O)NC2CCCCC2)c(=O)c2ccccc21	3	8	0.0	-0.4
COc1cccc2cc(C(=O)NC(C)=O)c(=Nc3cccc(C)c3)oc12	4	-6	-0.1	-0.4
CC(C)(C)c1nn2cnnc2n(/N=C/c2ccc(F)cc2)c1=O	-6	0	-0.1	2.4
O=C(CCCCn1c(=S)[nH]c2ccsc2c1=O)NCCC1=CCCCC1	-3	4	-0.1	-0.4
Clc1cccc(Nc2nc(-c3ccccn3)cs2)c1	-22	-5	-0.2	0.7
Cc1cccc(N2C(=O)C3C4C=CC(C4)C3(C)C2=O)c1C (centres undefined)	-3	0	0.1	1.8
O=C(Nc1ccc(NC(=O)c2cc([N+](=O)[O-])ccc2Br)cc1)c1ccc(Br)cc1	9	9	0.7	-0.6
Cc1ccc2[nH]c(=O)c(CN(CCO)C(=O)c3cccs3)cc2c1	-9	-4	0.0	-0.9
COC(=O)c1ccc(/C=C2/C=C(c3ccc(C)cc3)OC2=O)cc1	3	3	-0.1	0.0
COc1ccccc1NC(=O)C(=O)NCCN1CCOCC1	-4	11	-0.1	0.1
COc1ccccc1N1C(=O)C2CC=CC(C)C2C1=O (centres undefined)	16	6	0.0	-1.0
CCOC(=O)C1=C(C)N=c2s/c(=C/c3cc([N+](=O)[O-])ccc3N3CCN(C)CC3)c(=O)n2C1c1ccc(F)cc1 (centres undefined)	7	9	0.1	4.0
COC(=O)c1cc(NC(=O)c2cccs2)c(=O)n2c(=O)c3c(C)c(C)sc3[nH]c12	-5	2	-0.1	0.2
O=C(Cc1cn(-c2ccc(N3CCN(Cc4ccc5c(c4)OCO5)CC3)nn2)c2ccccc12)NCc1nc2ccccc2[nH]1	-5	13	-0.1	0.0
O=C(NC1CSCC1OC(=O)c1ccc(Br)cc1)c1ccccc1 (centres undefined)	-9	9	0.1	1.6
Cc1ccc(/C(O)=C2\C(=O)C(=O)N(c3nnc(C)s3)C2c2ccc(Br)cc2)cc1 (centres undefined)	2	21	0.1	1.2
Cc1ccc(-c2ccc(=O)n(CCC(=O)NC3CCCCC3C)n2)cc1 (centres undefined)	10	12	0.7	-0.8
Cc1ccc(-n2nnc3c(=O)n(CC(=O)N4CCCc5ccccc54)cnc32)cc1C	-2	-7	-0.1	-0.1
O=C(O)CCC(=O)N1CCc2cc(S(=O)(=O)Nc3ccc(F)cc3)ccc21	7	5	0.7	0.3
CCOc1cc(C2C3=C(CC(C)(C)CC3=O)Nc3nc(-c4ccccc4)nn32)ccc1OCc1ccccc1 (centres undefined)	-3	-10	0.0	0.7
O=C(Nc1c(C(=O)N2CCOCC2)cnn1-c1ccccc1)c1ccccc1	1	-8	-0.1	-0.1
COc1ccc(Cl)cc1NC(=O)c1ccc([N+](=O)[O-])o1	14	-3	-0.3	2.3
c1ccc2c(c1)CCN(Cc1nc3ccccc3[nH]1)C2	-10	1	-0.1	-0.5
CCOC(=O)CCNC(=O)Nc1ccccc1NC(=O)c1ccccc1F	-18	1	-0.1	-0.3
Cc1ccc(S(=O)(=O)NCCn2nc(C)c(Cl)c2C)cc1C	6	0	0.0	-1.2
CCN(CC)Cc1c(O)ccc2c(CN(CC)CC)c(O)ccc12	-1	-8	0.0	0.0
O=C(CNC(=O)c1ccc(Cl)cc1)N/N=C/c1ccc2c(c1)OCO2	-16	-5	-0.1	0.3
Cc1ccc(-n2c(SCC(=O)NC3CCCC3)nc3[nH]ncc3c2=O)cc1	0	9	0.5	-1.6
CC(=O)Nc1ccc(CN2CCN(C)CC2)cc1	-4	80*	-0.2	-0.7
COc1ccc(N2CCN(C(c3cccc(F)c3)c3sc4ncnn4c3O)CC2)cc1 (centres undefined)	2	3	-0.1	0.7
CC1Oc2ccccc2N(CC(=O)NCc2ccccc2F)C1=O (centres undefined)	-41	6	-0.1	-0.6
CS(=O)(=O)N1CCCC(C(=O)N(Cc2ccccc2)Cc2ccccc2)C1 (centres undefined)	-2	-8	-0.1	-1.7
CCOC(=O)c1c(NCc2ccc(N(C)C)cc2)sc2c1CCCC2	-6	22	0.5	-0.8
CCc1cccc(CC)c1NC(=O)CSc1nc2ccc(N3C(=O)C4C5C=CC(C5)C4C3=O)cc2s1 (centres undefined)	17	10	0.0	-0.6
CCNc1ccc(C(=O)OCC(=O)NCCN2C(=O)CSC2=O)cc1[N+](=O)[O-]	4	9	0.0	0.8
COc1cc(/C=C2\SC(=Nc3ccccc3)NC2=O)ccc1OCc1ccccc1	10	2	0.1	-0.5
CCCn1cnc2sc(C(=O)Nc3ccc(OC)cc3OC)c(C)c2c1=O	8	4	0.0	0.4
COc1cc(C2C(C(=O)OC(C)(C)C)=C(C)NC3=C2C(=O)CC(C)(C)C3)ccc1O (centres undefined)	4	1	0.0	5.4*
COCCN(C(=O)Nc1ccc(OC)cc1OC)C1CCN(C(C)C)CC1	2	11	0.0	0.8

Some of these compounds in order of length of the SMILES, falling.
SMILES	TEAD-YAP block	MITF primary	FBW7 activator	GPR151 activ
CCCn1cnc2sc(C(=O)Nc3ccc(OC)cc3OC)c(C)c2c1=O	8	4	0.0	0.4
COc1ccc(Cl)cc1NC(=O)c1ccc([N+](=O)[O-])o1	14	-3	-0.3	2.3
CC1Oc2ccccc2N(CC(=O)NCc2ccccc2F)C1=O (centres undefined)	-41	6	-0.1	-0.6

Back to the main list, repeating the 5 entries before the break.
SMILES	TEAD-YAP block	MITF primary	FBW7 activator	GPR151 activ
CCNc1ccc(C(=O)OCC(=O)NCCN2C(=O)CSC2=O)cc1[N+](=O)[O-]	4	9	0.0	0.8
COc1cc(/C=C2\SC(=Nc3ccccc3)NC2=O)ccc1OCc1ccccc1	10	2	0.1	-0.5
CCCn1cnc2sc(C(=O)Nc3ccc(OC)cc3OC)c(C)c2c1=O	8	4	0.0	0.4
COc1cc(C2C(C(=O)OC(C)(C)C)=C(C)NC3=C2C(=O)CC(C)(C)C3)ccc1O (centres undefined)	4	1	0.0	5.4*
COCCN(C(=O)Nc1ccc(OC)cc1OC)C1CCN(C(C)C)CC1	2	11	0.0	0.8
Cc1ccc(C2CC(c3cccs3)=NN2C(=O)CSc2nnc(CNC(=O)c3cccs3)n2-c2cccc(Cl)c2)cc1 (centres undefined)	-10	-1	-0.1	2.5
CC(=O)NC(=O)c1cc2c(ccc3ccccc32)oc1=Nc1ccc(C#N)cc1	8	-2	0.0	3.7
CCOC(=O)CN1C(=O)/C(=C2\SC(N)=NC2=O)c2ccccc21	13	-19	-0.1	1.1
CCOC(=O)c1cnn(-c2ccccc2)c1NC(=O)c1ccccc1C	-5	3	0.3	2.9
CCn1c(C)[n+](C)c2cc(Cl)c(Cl)cc21	3	-16	-0.1	1.9
Cc1cc(C(=O)N/N=C/c2ccccc2Br)c(C)o1	-36	12	-0.1	-4.3
Cc1cc(C)c2c(N)c(C(=O)Nc3nccs3)sc2n1	70*	0	0.5	-1.4
CC(Sc1nnc(COc2ccccc2)n1-c1ccccc1)C(=O)NC(c1ccccc1)c1ccccc1 (centres undefined)	-1	2	-0.1	0.4
O=S(=O)(NCC(c1ccco1)S(=O)(=O)c1ccc(F)cc1)c1ccc(Cl)cc1 (centres undefined)	2	15	1.1	-0.8
c1ccc2oc(SCc3cn4ccccc4n3)nc2c1	-50	-8	-0.1	-1.2
COc1cccc(-n2c(N)c(C(=O)Nc3ccccc3OC)sc2=S)c1	-13	-2	-0.7	0.4
CN(C)/C=N/c1ncnc2c1cnn2-c1ccc2ccccc2c1	-52	11	0.8	-4.7
C/C(=C\C(=O)c1ccc(Cl)cc1)Nc1ccccc1	8	0	0.1	-1.4
NC(=O)C1CCN(C(=O)c2cccc(Br)c2)CC1	3	7	0.5	-0.6
Cc1ccc(O)c(N=Cc2cc3c(cc2[N+](=O)[O-])OCO3)c1	8	18	-0.1	0.1
Cc1ccc(OCCOc2ccc(/C=C3/C(=N)N4N=C(C(C)C)SC4=NC3=O)cc2)cc1C	-4	15	0.1	-0.8
CC(C)c1nc(C#N)c(N2CCOCC2)o1	-5	8	0.3	0.3
